GPR55 activation: GPR55 agonists via beta-arrestin recruitment, primary screen, imaging, U2OS cells, beta-arrestin-GFP redistribution (AID 1961) | U2OS GPR55 beta-arrestin-GFP redistribution imaging; higher % means a stronger effect | activation, % at 10 µM; hits with a dose series show EC50 in µM | hit rate 0.048% among 290,000;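 active means activation above 40% with more than 50 cells counted in the well; inconclusive means wells holding fewer than 50 cells, flagged as toxic or sparse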;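 further: U2OS osteosarcoma cells stably expressing GPR55 and beta-arrestin-GFP; plate controls were DMSO negative control for no effect and LPI positive control for full effect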
NOD1 inhibition: NOD1 signaling inhibitors, primary screen, cell-based, luminescence, uHTS (AID 1578); inhibition, % at 4 µM, or EC50 in µM where a hit was titrated; NOD1-driven NF-kB luciferase reporter cells, luminescence; higher % means a stronger effect; hit rate 1% among 290,000; in the data active means inhibition mostly above about 36%, no sharp cut-off; inactive means mostly below about 34%;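 further: HEK-293T reporter cells stimulated with the NOD1 agonist gamma-tri-DAP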
KOR beta-arrestin-1: KOR agonists, beta-arrestin recruitment, primary screen, cell-based, luminescence, uHTS (AID 1777) | one-dose activation, % at 10 µM; EC50 in µM for titrated hits | Kappa-type opioid receptor (Homo sapiens) | KOR beta-arrestin recruitment, luminescence; higher % means a stronger effect | hit rate 0.02% among 280,000; in the data active means activation above about 50%, passing the limit was not always enough; further: a part of the inactive calls stands beside numbers as strong as those of hits
HIV fusion peptide: inhibitors of HIV fusion peptide binding, primary screen, biochemical, uHTS, fluorescence dequenching (AID 1986); hit rate 0.3% among 290,000; one-dose inhibition, % at 20 µM; IC50 in µM for titrated hits; cell-free peptide binding, fluorescence dequenching, 30 min; higher % means a stronger effect; in the data active means inhibition mostly above about 52%, no sharp cut-off; inactive means mostly below about 76%; further: some results filed as inactive read as strong as hits
GPR35 arrestin U2OS: GPR35 antagonists blocking zaprinast-driven arrestin recruitment, primary screen, imaging, U2OS, beta-arrestin-GFP, zaprinast agonist (AID 2058); U2OS GPR35 beta-arrestin-GFP translocation imaging, zaprinast antagonism; higher % means a stronger effect; hit rate 0.052% among 290,000; one-dose inhibition, % at 10 µM; IC50 in µM for titrated hits; G-protein coupled receptor 35 (Homo sapiens);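 active means inhibition of at least 50% with at least 30 cells and total cytoplasm GFP at most 10,000,000; inconclusive means under 30 cells or total GFP of 10,000,000 plus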
West Nile antiviral: West Nile virus antiviral activity, cell-based, CPE readout (AID 1621); West Nile virus-infected cells, CPE inhibition; higher % means a stronger effect; hit rate 0.02% among 290,000; CPE inhibition, % at 10 µM, or IC50 in µM where a hit was titrated; in the data active means a potency from the dose series; inconclusive means CPE inhibition mostly from about 3.7% at the one dose, without a potency; inactive means the rest, 99 in 100 with CPE inhibition below about 2.2%; further: strong numbers were not always called active
GPR55 antagonists: GPR55 antagonists blocking LPI-driven arrestin recruitment, primary screen, imaging, U2OS, beta-arrestin-GFP, LPI agonist (AID 2013); G-protein coupled receptor 55 (Homo sapiens); U2OS GPR55 beta-arrestin-GFP translocation imaging, LPI antagonism; higher % means a stronger effect; inhibition, % at 10 µM, or IC50 in µM where a hit was titrated; hit rate 0.13% among 290,000;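 active means spots per cell inhibited over 60%, with over 100 cells counted and total cytoplasm intensity under 500,000; inconclusive means wells with under 100 cells, flagged as likely toxic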;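 further: U2OS cells stably carrying GPR55 and arrestin-GFP stimulated by 5 µM LPI near EC80; imaged beta-arrestin-GFP aggregate spots per cell after agonist stimulation; plate controls were LPI-stimulated DMSO wells for no effect and DMSO wells without LPI for full effect; some results filed as inactive read as strong as hits; confirmed hits need IC50 under 10 µM and bright autofluorescent wells are also inconclusive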
NS5 inhibitors: Dengue-2 NS5 methyltransferase inhibitors, primary screen, biochemical, confirmation dose response (AID 588689); Genome polyprotein (Dengue virus type 2 (strain 16681-PDK53)); Dengue-2 NS5 methyltransferase capping enzyme assay, biochemical; higher % means a stronger effect; one-dose inhibition, % at 25 µM; IC50 in µM for titrated hits; hit rate 0.3% among 340,000; in the data active means a potency from the dose series; inconclusive means inhibition above about 29% without an active follow-up result
KOR beta-arrestin-2: KOR antagonists, beta-arrestin recruitment, cell-based, luminescence, uHTS (AID 1778). inhibition, % at 10 µM; hits with a dose series show IC50 in µM. KOR beta-arrestin recruitment, luminescence, antagonist mode; higher % means a stronger effect. Kappa-type opioid receptor (Homo sapiens). hit rate 0.091% among 290,000; in the data active means inhibition above about 50%; further: strong numbers were not always called active
The depositor's hits bear a star; ? = inconclusive; nt = not tested or not shown; & = joins results of further samples; [ ] = remark or other dose.

SMILES	GPR55 activation	NOD1 inhibition	KOR beta-arrestin-1	HIV fusion peptide	GPR35 arrestin U2OS	West Nile antiviral	GPR55 antagonists	NS5 inhibitors	KOR beta-arrestin-2
CCC(=Nc1ccc2c(c1)CCC2)c1c(O)n(C)c(=O)n(C)c1=O	0.2%	51%	6.0%	1.1%	12%	0.0%	8%	6%	-8%
CCCC1C(C#N)=C(N)Oc2c1c(=O)oc1ccccc21 (stereo unspecified)	0.0%	-43%	-0.9%	13%	0%	-0.1%	7%	-2%	-7%
COc1ccc(NC(=O)[C@@H](NC(=O)N2C[C@H]3C[C@@H](C2)c2cccc(=O)n2C3)C(C)C)cc1	-0.1%	-1%	-3.0%	0.8%	-4%	-0.4%	-7%	-4%	10%[20 µM]
CC(CO)(CO)N=Cc1c(O)n(-c2cccc3ccccc23)c(=O)[nH]c1=O	-0.1%	-5%	-0.8%	1.1%	10%	0.3%	39%	-11%	-18%
CCCCn1c(N)c(C(=O)OCCOC)c2nc3ccccc3nc21	-0.1%	-3%	nt	-2.4%	0%	0.2%	8%	nt	-12%
CCc1ccc2nc(N3CCC(C(=O)N4CCC5(CC4)OCCO5)CC3)sc2c1	-0.3%	10%	-1.2%	-0.3%	-1%	-0.1%	2%	1%	10%
CC(C)OC(=O)c1c(N)n(CC2CCCO2)c2nc3ccccc3nc12 (stereo unspecified)	0.2%	-15%	-4.4%	-1.8%	1%	0.2%	6%	nt	8%
Cc1c(C(=O)C(=O)N2CCOCC2)c2ccccc2n1Cc1ccccc1	0.3%	5%	-0.7%	-0.8%	7%	-1.3%	6%	-5%	-3%
CCOP(=O)(OCC)C(O)c1ccc(OC)cc1 (stereo unspecified)	-0.3%	-12%	-0.7%	-0.3%	0%	0.2%	0%	nt	-42%
O=C(NCc1ccc(C(=O)N2CCC3(CC2)OCCO3)cc1)c1ccc2c(c1)OCO2	-0.1%	-10%	3.0%	1.8%	23%	0.5%	nt	0%	0%
O=C(O)c1ccc(N=Cc2c(O)n(Cc3ccc(F)cc3)c(=O)[nH]c2=O)cc1	0.3%	-8%	-1.0%	57%	4%	1.1%	5%	-24%	20%
Cc1c2cnn(CC(=O)N3CCC4(CC3)OCCO4)c(=O)c2c(C)n1Cc1ccccc1F	0.0%	-13%	-1.2%	-1.7%	10%	-0.1%	7%	-5%	19%
CCOc1ccc(-n2c(CC)nc3ccccc3c2=O)cc1	-0.1%	-6%	-5.6%	0.4%	-20%	-0.1%	14%	-6%	33%
CN1CCc2nc(SCC(=O)OC(C)(C)C)c(C#N)cc2C1	-0.2%	-62%	15%	2.7%	7%	nt	-10%	13%	1%
CN(C)CP(=O)(Nc1ccccc1)N(C)C (stereo unspecified)	0.5%	13%	11%	19%	10%	0.2%	2%	-2%	-16%
COc1ccccc1CNc1ncnc2sccc12	-0.1%	1.7µM*	2.6%	-0.2%	20%	-1.0%	10%	-1%	-15%
O=C(O)C(O)(c1ccccc1)C1CCCC1 (stereo unspecified)	0.1%	4%	-5.6%	1.5%	6%	0.3%	2%	-4%	11%
Cc1ccsc1C(=O)C1CCCN(Cc2cccn2-c2ccccn2)C1 (stereo unspecified)	-0.1%	-10%	nt	-1.1%	0%	-0.8%	13%	-1%	20%[20 µM]
CCC(C)n1c(O)c(C=NCc2cccnc2)c(=O)[nH]c1=S (stereo unspecified)	-0.1%	5%	-4.8%	2.6%	-1%	1.2%	0%	-2%	-8%
Cc1ccc(C(O)(C(=O)NNC(=O)CN2CCN(C)CC2)c2ccc(C)cc2)cc1	0.7%	-38%	3.8%	-0.3%	0%	0.0%	3%	-10%	-27%
COc1ccc(C=O)cc1O	-0.1%	-25%	-0.3%	3.1%	0%	-0.1%	0%	-3%	16%
O=C(c1cc2ccccc2oc1=O)N1CCC2(CC1)OCCO2	0.5%	-13%	0.9%	-1.5%	-8%	-0.6%	-10%	-2%	-23%
CC1CN=C(Nc2ccc(N(C)C)cc2)S1 (stereo unspecified)	0.2%	-4%	1.1%	1.1%	13%	-0.6%	13%	3%	15%
COc1ccc(-c2nc3ccc(C(=O)N4CCC5(CC4)OCCO5)cc3nc2-c2ccc(OC)cc2)cc1	-0.1%	-2%	0.9%	-1.1%	-6%	0.2%	-1%	0%	-47%
COc1cc(-n2c(=S)[nH]c3ccccc3c2=O)c(Cl)cc1Cl	0.0%	27%	-1.0%	-3.4%	-5%	0.7%	0%	-8%	-6%
Cn1c(N2CCNCC2)nc2ccccc21	-0.1%	11%	-0.6%	3.5%	-4%	-0.1%	10%	2%	4%
COc1cc(C2SCC(=O)Nc3c2c(=O)[nH]n3C2CCCCCC2)cc(OC)c1OC (stereo unspecified)	0.1%	nt	1.6%	-2.0%	14%	-0.3%	-4%	-1%	-10%
Cn1c(/C=C/c2ccc(Cl)cc2)c([N+](=O)[O-])c(=O)n(C)c1=O	0.0%	16µM*	-5.3%	1.7%	0%	12%	4%	-18%	-7%
Cc1ccc2c(c1)C1CN(C)CCC1N2C(=O)Nc1cccc(Cl)c1 (stereo unspecified)	-0.1%	3%	nt	-2.6%	-19%	?	nt	-2%	nt
CCN1CCN(c2ccc(NC(C)=O)cc2Cl)CC1	-0.1%	-37%	-6.4%	-1.6%	6%	0.0%	0%	7%	-11%[20 µM]
CNC(=O)c1cccn(Cc2ccc(C(F)(F)F)cc2)c1=O	1.3%	-35%	-2.4%	-1.3%	-6%	0.4%	6%	-12%	2%
COC(=O)C(c1ccccc1)N1CCCCCC1 (stereo unspecified)	-0.4%	-5%	2.4%	1.4%	-3%	-0.4%	6%	-2%	-8%
O=C(Cc1ccccc1)N1CCN(CC2CC=CCC2)CC1 (stereo unspecified)	0.0%	-16%	0.2%	0.5%	14%	nt	-14%	0%	-46%
CCC1=Nc2cc(C(=O)N3CCC4(CC3)OCCO4)ccc2Sc2ccc(Br)cc21	-0.1%	-11%	8.2%	-0.2%	-15%	-1.6%	-7%	8%	-48%
O/N=C1/C(=C\c2ccccc2)N2CCC1CC2	0.1%	-26%	-6.8%	9.6%	2%	0.0%	12%	-3%	-26%
CCN(CC)c1ccc(N=Cc2c(O)n(Cc3ccccc3)c(=O)[nH]c2=O)cc1	-0.2%&0.4%	-74%&-13%	-3.7%&0.7%	-2.8%&16%	19%&5%	-0.4%&-0.6%	-5%&4%	?	-31%&-29%
CCOC(=O)CC(NC(=O)C(Cc1ccc(N(CCCl)CCCl)cc1)NC(C)=O)C(=O)OCC (stereo unspecified)	0.2%	-49%	nt	0.8%	10%	-0.8%	4%	1%	-52%[20 µM]
COc1ccc(-c2cc(=NCCCCCC(=O)O)c3cc(C)ccc3o2)cc1	-0.3%	-36%	-6.2%	-0.2%	13%	0.1%	11%	-6%&2%	-12%
CN1CCN(c2ccc([N+](=O)[O-])cc2Cl)CC1	-0.1%	-28%	-3.5%	0.5%	8%	-0.5%	-2%	-4%	-44%[20 µM]
O=C1/C(=C\c2ccc([N+](=O)[O-])cc2)N2CCC1CC2	-0.3%	8%	2.6%	-1.3%	8%	-0.5%	18%	-2%	32%
CCCCOCCCN1C(C)=CC(=C2C(=O)NC(=S)NC2=O)C=C1C	-0.2%	-4%	0.2%	0.3%	8%	-0.4%	6%	5%	7%
COc1ccc(CC2(CCc3ccncc3)C(=O)NC(=O)NC2=O)cc1	0.1%	-26%	nt	-0.9%	-4%	0.5%	-6%	-1%	-32%[20 µM]
CCOC(=O)Cn1cc([N+](=O)[O-])nc1[N+](=O)[O-]	0.6%	-7%	14%	1.6%	2%	0.6%	-9%	1%	6%
Cc1ccc(S(=O)(=O)NP(=O)(Oc2ccccc2)Oc2ccccc2)cc1	0.0%	2%	-5.0%	2.3%	-4%	0.5%	0%	-2%	-9%
Cc1cc(OCC(=O)Nc2c(C)n(C)n(-c3ccccc3)c2=O)c2c3c(c(=O)oc2c1)CCC3	-0.1%	-49%	0.9%	-0.5%	-10%	nt	-3%	nt	1%
Cc1cc(C(=O)CN2CCCC2)c(C)n1-c1ccc(F)cc1	-0.1%	-10%	-1.4%	0.0%	15%	0.0%	0%	-19%	6%
COc1cc(CN2CCCC(C(=O)c3sccc3C)C2)cc(Cl)c1O (stereo unspecified)	-0.2%	-13%	4.5%	-1.9%	-7%	-1.3%	-1%	-3%	-38%
N#CC1(c2ccccc2)CCN(C2CC(=O)N(c3cccc(F)c3)C2=O)CC1 (stereo unspecified)	-0.2%	-28%	-1.0%	0.1%	-5%	-0.1%	6%	-7%	-32%
O=C(CSC1c2ccccc2-c2ccccc21)N/N=C/c1ccccc1C(=O)O	-0.1%	-22%	-1.9%	0.8%	31%	-0.1%	4%	-9%	-51%[20 µM]
c1ccc2c3c([nH]c2c1)C1(CCNCC1)NCC3	0.4%	-3%	-0.8%	0.1%	-10%	-0.2%	2%	-1%	11%
COc1ccc(CNS(=O)(=O)c2ccc3c(c2)CC(C)N3C(=O)C2CC2)cc1 (stereo unspecified)	-0.1%	3.9µM*	3.2%	0.0%	9%	0.1%	5%	-8%	-5%
CC(=O)N1N=C2C3CCN(CC3)C2C1c1ccc(C)cc1 (stereo unspecified)	0.6%	-24%	-0.5%	-0.2%	-8%	0.0%	10%	-1%	16%
Cc1c(C=O)c2ccccc2n1Cc1ccc(F)cc1	0.0%	-21%	-2.5%	0.7%	2%	-0.7%	-2%	-7%	5%[20 µM]
COC(=O)C(O)(c1ccc(N(C)C(=O)c2cccs2)cc1)C(F)(F)F (stereo unspecified)	0.2%	-23%	nt	-0.7%	9%	0.0%	-6%	4%	1%[20 µM]
CSCCC(N=Cc1c(O)n(-c2ccc(F)cc2)c(=O)[nH]c1=O)C(=O)OC(C)(C)C (stereo unspecified)	-0.1%	-12%	1.5%	-0.9%	12%	0.0%	1%	-8%	-10%
COc1ccc(CCn2c(O)c(C=Nc3ccccc3F)c(=O)[nH]c2=O)cc1OC	0.3%	-10%	4.9%	54%	2%	0.2%	8%	-72%	-42%
O=c1[nH]c(=O)n(-c2cccc3ccccc23)c(O)c1/C=N/N1CCCCC1c1cccnc1 (stereo unspecified)	0.6%	-30%	-2.1%	17%	-1%	0.1%	11%	-72%	2%

Source: PubChem BioAssay (several laboratories)

Not all compounds are listed, so the mix of outcomes need not match the whole.
